Assay outcomes from PubChem.
Vif-APOBEC3G blk – Vif-A3G binding inhibition | Q9HC16 | Potency, µM (highest dose often 46.1 µM), for the others: at the top dose activity, negative = active, actives largely listed as inhibitors | 0.076% of 410,000 active | HeLa A3G-eYFP + Vif (tagged APOBEC3G with the HIV-1 protein that degrades it), YFP fluorescence, overnight;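 further: potency means the concentration at half of the fitted maximal effect; on the % scale 0 is the no-effect control and ±100 the full control effect; nearly all actives have a fitted effect of over 60% in size; hits raise eYFP signal because A3G escapes Vif-driven loss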
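Read-out is eYFP fluorescence (Ex 488/Em 500-530) from Vif-expressing HeLa A3G-eYFP cells; more signal means A3G escaped Vif-mediated degradation. Cells plated overnight, compound pinned in, incubated overnight at 37 deg C.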
RXFP1 agonist – activates the human relaxin receptor RXFP1. 0.3% of 370,000 active. Q9HBX9. HEK293T-RXFP1 cAMP TR-FRET, 30 min; response scale: percent of porcine relaxin response, buffer zero. Potency, µM (highest dose often 57.5 µM), for inactives: top-dose activation, usual class: activators; further: potency means the concentration at half of the fitted maximal effect; on the % scale 0 is the no-effect control and ±100 the full control effect; nearly all actives have a fitted effect of over 60% in size; many of its hits are not listed in these tables
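Agonist response is measured as cAMP accumulation in an RXFP1-transfected HEK293T line under PDE4 inhibition. Values are scaled between buffer-only and 29 nM porcine relaxin, and EC50s come from standard Hill equation fits.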
D1 PAM – human D1 dopamine receptor positive modulation; potentiation, % at 10 µM; HEK293 TREx D1 cells, calcium flux, dopamine EC20 potentiation; 0.036% of 360,000 active; P21728; in the data active means potentiation above about 30%; further: 0% is about no effect
Target sequence (P21728 whole entry, looked up): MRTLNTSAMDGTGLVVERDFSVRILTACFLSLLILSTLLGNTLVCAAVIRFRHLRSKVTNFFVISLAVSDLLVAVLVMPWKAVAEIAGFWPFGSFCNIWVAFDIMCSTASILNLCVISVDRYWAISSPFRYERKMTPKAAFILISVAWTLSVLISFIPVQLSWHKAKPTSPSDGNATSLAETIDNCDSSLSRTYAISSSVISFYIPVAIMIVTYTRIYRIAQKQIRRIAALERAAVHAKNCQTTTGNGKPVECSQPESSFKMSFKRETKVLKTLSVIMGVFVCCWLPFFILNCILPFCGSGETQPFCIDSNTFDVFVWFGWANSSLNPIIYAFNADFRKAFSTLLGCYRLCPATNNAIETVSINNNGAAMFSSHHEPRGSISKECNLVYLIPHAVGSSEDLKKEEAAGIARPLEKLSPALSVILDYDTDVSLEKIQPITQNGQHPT
D1 ag – activates the human D1 dopamine receptor; activation, % at 2 µM; AID 504660; P21728; HEK293 T-REx D1 cells, calcium flux, agonist mode; 1% of 360,000 active; in the data active means activation above about 30%; further: 0% is about no effect
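Agonism was scored from calcium flux recorded over 180 s (1 read/s) after pintool compound addition, following a 10-cycle baseline. Cells were inducible force-coupled HEK293 TREx D1, plated overnight at 30 C and loaded with no-wash calcium dye.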
D1 antag – blocks dopamine activation of the human D1 receptor; P21728; HEK293 TREx D1 cells, calcium flux, dopamine EC80; stronger effect = lower value; activity change, negative = inhibition, % at 10 µM; 3.2% of 360,000 active; in the data active means activity change below about -30%; further: on the % scale 0 is the no-effect control and ±100 the full control effect
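Compound effects on dopamine-evoked calcium signalling were measured in tetracycline-induced HEK293 Trex D1 cells. Dopamine at EC80 followed a 180 s compound pre-read, and fluorescence was tracked kinetically for 180 s more.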
GRP78 ERSR act – ER stress response induction in glioma | AID 602332 | U87-MG GRP78 promoter luciferase reporter, 16 h | Potency, µM, inactives show top-dose activation, most hits filed as activators | 0.02% of 420,000 active; further: potency means the concentration at half of the fitted maximal effect; series mostly up to about 76 µM; % of control where 0% means no effect; nearly all actives have a fitted effect of over 35% in size
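Stably transfected U87-MG human glioma cells carrying a GRP78-based luminescent sensor were seeded at 1000 cells/well, pin-dosed with compounds and incubated 16 h. Luciferase reagent was then added, and end-point luminescence was read after 10 min at room temperature.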
D2 potentiator – D2 dopamine receptor (human) potentiation; P14416; HEK293 T-REx D2, calcium flux, EC20 dopamine potentiation; potentiation, % at 10 µM; 0.34% of 340,000 active; AID 485347;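 active means potentiation over 3 SD above the plate norm, cut at about 30% in these data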; further: 0% is about no effect
Target sequence (P14416 whole entry, looked up): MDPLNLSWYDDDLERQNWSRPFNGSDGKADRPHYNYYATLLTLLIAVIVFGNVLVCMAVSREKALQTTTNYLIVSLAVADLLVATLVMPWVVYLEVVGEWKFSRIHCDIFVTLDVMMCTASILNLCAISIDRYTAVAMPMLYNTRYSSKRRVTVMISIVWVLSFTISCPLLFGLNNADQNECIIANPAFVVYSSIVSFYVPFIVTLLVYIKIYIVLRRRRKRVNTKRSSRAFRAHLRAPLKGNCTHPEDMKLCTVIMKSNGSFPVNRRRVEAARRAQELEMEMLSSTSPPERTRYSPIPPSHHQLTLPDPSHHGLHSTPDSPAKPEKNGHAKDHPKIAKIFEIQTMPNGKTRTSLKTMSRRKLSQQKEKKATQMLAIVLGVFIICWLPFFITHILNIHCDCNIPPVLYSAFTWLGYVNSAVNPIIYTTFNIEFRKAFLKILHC
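Tetracycline-induced Hek293 Trex D2 cells, force-coupled to calcium, loaded with no-wash calcium dye. Compound added with 180 s kinetic read for agonism, then EC20 dopamine and a further 180 s read for potentiation.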
Vif-A3F inh – inhibitors of Vif-A3F interaction | HeLa A3F-eYFP + Vif (tagged APOBEC3F with the HIV-1 protein that degrades it), YFP fluorescence increase | AID 602313 | 0.2% of 390,000 active | Potency, µM (series often up to 46.1 µM), for inactives: top-dose activity, negative = active; further: potency means the concentration at half of the fitted maximal effect; % of control where 0% means no effect; nearly all actives have a fitted effect of over 65% in size
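HeLa cells stably expressing Vif plus C-terminally eYFP-tagged A3F were seeded, incubated overnight at 37 deg C, dosed with compound, incubated overnight again at 37 deg C. Yellow fluorescence (Ex 488/Em 500-530) reported blocked Vif-mediated A3F-eYFP degradation.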
LDHA inh – blocks human lactate dehydrogenase A; P00338; purified LDHA, NADH/diaphorase-resazurin fluorescence; stronger effect = lower value; activity change, % (values are at about 110 or 230 µM); 0.15% of 480,000 active; AID 1347041; in the data active means activity change below about -30%;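 further: plate controls were DMSO wells for no effect and wells without enzyme for full effect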
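Enzyme activity of human lactate dehydrogenase 5 (2 nM; 0.06 mM NADH, 0.2 mM pyruvate, 5 min, RT) is measured via a resazurin/diaphorase fluorescence readout of residual NADH.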
An asterisk follows results filed as active; nt = not tested or not shown; & = joins results of further samples. Unless noted, the call rests on the fitted dose curve; in most records, active means well fitted curve in the direction sought with a large enough effect; inconclusive means small, poorly fitted or top-dose-only effect, or another doubt; inactive means no such curve, though single readings can be large; an effect the other way counts as inactive or inconclusive.

structure	RXFP1 agonist	D1 PAM	D2 potentiator	Vif-APOBEC3G blk	D1 antag	D1 ag	Vif-A3F inh	LDHA inh	GRP78 ERSR act
OC(CNC1CCCC1)COc1ccc(Cl)cc1 (configuration not stated)	0.3%	0	-10	-1%	2	16	15%	1	-2%
COc1cc(NC(=O)Cc2ccccc2)ccc1NC(=O)c1ccco1	-0.5%	-4	11	-6%	8	2	12%	-5	2%
CCN(c1ncnc2c1c(-c1ccccc1)cn2-c1ccccc1)C1CCCCC1	1.8%	2	14	-1%	-4	-1	0%	-1	-1%
Nc1c2c(nc3ccccc13)CCC2	-1.6%	-9	15	0%	-43*	-1	nt	-1	-1%
O=C(O)CCC(=O)OCc1c(-c2ccccc2)ncc2ccccc12	2.1%	-2	4	0%	nt	0	1%	-3	-6%
Cc1ccc(-c2cn(CCN)c(-c3ccncc3)n2)cc1	-0.6%	-6	-6	-5%	-5	0	1%	-5	-2%
COc1ccc(-c2nc3nc(SC)nn3cc2C)cc1F	-2.0%	-6	7	0%	nt	0	-15%	-10	-5%
Cc1cccc(OCCCC(=O)Nc2sc3c(c2C(N)=O)CCC(C)C3)c1 (configuration not stated)	-2.0%	-1	8	5%	-5	-1	2%	-3	-1%
CCCn1c2ccccc2c2nnc(SCC(=O)Nc3cc(C)on3)nc21	5.7%	11	6	-7%	-18	1	0%	-7	-1%
Cn1c(CNC(=O)CNC(=O)c2cccc(F)c2)cc(=O)n(C)c1=O	3.6%	-6	10	-6%	-21	2	2%	-2	-2%
O=C(Cn1nnc2ccccc2c1=O)NCCc1ccc(Cl)cc1Cl	0.8%	-4	-2	-1%	-14	1	-4%	-1	-1%
CCN(CCn1cccn1)C(=O)CC1C(=O)NCCN1CC1CCCCC1 (configuration not stated)	1.1%	2	7	-3%	7	0	-9%	9	-3%
CCOc1ccccc1NC(=S)Nn1cnnc1	0.6%	-5	6	0%	-1	4	3%	-9	0%
COc1ccc(S(=O)(=O)NCC(=O)NCc2cc(=O)n(C)c(=O)n2C)cc1F	10%	-2	-4	1%	10	4	4%	-1	-3%
CC(C)CC(C(=O)NC(=O)NCc1ccccc1)N1C(=O)c2ccccc2C1=O (configuration not stated)	3.8%	-9	-4	-1%	-79*	2	7%	-7	-4%
COc1ccc(OC)c(C2C(C(=O)c3sc(C)nc3C)=C(O)C(=O)N2CCN2CCOCC2)c1 (configuration not stated)	1.1%	3	-5	1%	4	1	-4%	-1	-4%
CCCOP(=O)(c1ccc(N(C)C)cc1)C(O)c1ccc(Cl)cc1Cl (configuration not stated)	-3.7%	2	12	-4%	16	8	15%	-3	1%
CCOc1ccc(-c2c(C(=O)N/N=C/c3ccc(OC)cc3)nnn2-c2nonc2N)cc1	0.2%	13	9	5%	57	20	16%	-10	-4%
CCc1nc(Nc2ccc(F)c(Cl)c2)c2c3c(sc2n1)CCCC3	2.8%	9	14	-1%	27	0	-5%	-1	-2%
COc1ccc(CNC(=O)CCc2nnc3n(CC(C)C)c(=O)c4ccccc4n23)cc1	0.9%	-1	-1	1%	4	0	5%	-20	-2%
CC(C)CNC(=O)C1CCN(c2ccc(S(=O)(=O)N3CCOCC3)cc2)CC1	-0.1%	-4	-7	0%	-6	1	-6%	-9	-2%
COc1ccccc1CC(NC(C)=O)C(=O)NC1CCN(C(=O)Nc2ccccc2C)CC1 (configuration not stated)	4.2%	-2	0	-1%	-14	2	0%	-1	-4%
COc1cc(C(C)=O)ccc1OCC(=O)OC(C)C(=O)c1ccc(F)cc1 (configuration not stated)	nt	nt	nt	1%	nt	nt	-10%	1	-1%
COc1ccc(/C(C)=N/NC(=O)C(NC(=O)c2ccccc2)c2n[nH]c(=O)c3ccccc23)c(OC)c1 (configuration not stated)	-1.3%	0	10	-2%	0	5	-9%	-7	-4%
CCOC(=O)CN(C(=O)COc1nc(-c2ccccc2)cc(C)c1C#N)c1ccccc1	7.9%	-1	-3	1%	-12	4	-7%	-4	-5%
CCN1CCN(C(=O)C2CC(=O)N(c3ccc(Cl)cc3)C2)CC1 (configuration not stated)	5.4%	-4	-1	-1%	-14	0	8%	0	-8%
CCn1cc(C(=O)NC2CCCCCC2)c(=O)c2cc(S(=O)(=O)N3CCCCC3)ccc21	nt	nt	nt	1%	nt	nt	-6%	1	-2%
COc1cc(/C=C2\SC(N3CCc4ccccc4C3)=NC2=O)cc(OC)c1OC	0.6%	-3	-29	0%	-8	2	-12%	-9	-4%
CCOc1ccc(NC(=O)CN(C)C(=O)c2cc3c(s2)CCCCC3)cc1OCC	-0.2%	-6	-9	-3%	-7	2	-1%	-4	-3%
CC(=O)N(Cc1cc2ccc(C)c(C)c2n2nnnc12)C1CCCC1	-0.8%	3	6	nt	12	1	nt	nt	nt

3 entries from above, field by field:
CCn1cc(C(=O)NC2CCCCCC2)c(=O)c2cc(S(=O)(=O)N3CCCCC3)ccc21
  RXFP1 agonist: nt | D1 PAM: nt | D2 potentiator: nt | Vif-APOBEC3G blk: 1% | D1 antag: nt | D1 ag: nt | Vif-A3F inh: -6% | LDHA inh: 1 | GRP78 ERSR act: -2%

CCOc1ccc(NC(=O)CN(C)C(=O)c2cc3c(s2)CCCCC3)cc1OCC
  RXFP1 agonist: -0.2% | D1 PAM: -6 | D2 potentiator: -9 | Vif-APOBEC3G blk: -3% | D1 antag: -7 | D1 ag: 2 | Vif-A3F inh: -1% | LDHA inh: -4 | GRP78 ERSR act: -3%

COc1ccccc1CC(NC(C)=O)C(=O)NC1CCN(C(=O)Nc2ccccc2C)CC1 (configuration not stated)
  RXFP1 agonist: 4.2% | D1 PAM: -2 | D2 potentiator: 0 | Vif-APOBEC3G blk: -1% | D1 antag: -14 | D1 ag: 2 | Vif-A3F inh: 0% | LDHA inh: -1 | GRP78 ERSR act: -4%

Remaining list, next part
structure	RXFP1 agonist	D1 PAM	D2 potentiator	Vif-APOBEC3G blk	D1 antag	D1 ag	Vif-A3F inh	LDHA inh	GRP78 ERSR act
CC(NC(=O)CCSCCC(=O)NC(C)c1ccccc1)c1ccccc1 (configuration not stated)	0.4%	-2	-13	-3%	-45*	1	-23%	-5	-1%
COc1ccccc1Cc1nc2ccccc2nc1SCC(=O)Nc1cc(Cl)ccc1OC	3.9%	-4	nt	1%	-12	1	3%	-3	-4%
N#CCOC(=O)[C@H](Cc1ccccc1)N1C(=O)c2ccccc2C1=O	-0.6%	-7	1	0%	-1	2	1%	-5	-1%
O=C(CCc1nnc(C2CCCCC2)o1)NCc1ccc(F)c(F)c1	-1.8%	8	0	4%	1	1	3%	-7	2%
CCCc1[nH]nc2c1C(c1ccc(OC(=O)c3ccco3)cc1)C(C#N)=C(N)O2 (configuration not stated)	3.1%	1	13	-4%	3	1	-3%	5	-2%
O=C(Nc1ccc(O)cc1)c1cccc(S(=O)(=O)N2CCOCC2)c1	2.4%	-1	-1	-3%	-1	3	4%	-2	5%
Cc1ccc2c(=O)cc(C(=O)Nc3nnc(CC(C)C)s3)oc2c1C	-1.1%	4	2	0%	5	1	0%	1&4	-5%
S=c1[nH]nc(-c2ccncc2)n1/N=C/c1cn(-c2ccccc2)nc1-c1ccc(Cl)cc1	0.0%	2	9	-12%	12	1	0%	-1	1%
CCN(CC)S(=O)(=O)c1ccc2c(c1)nc(CN(C)C(=O)Nc1ccc(C)c(Cl)c1)n2C	1.2%	1	7	8%	12	0	1%	-5	1%
Cc1ccc2cc(CN(CC3CCCO3)S(=O)(=O)c3ccc4c(c3)OCCO4)c(=O)[nH]c2c1C (configuration not stated)	nt	nt	nt	0%	nt	nt	-11%	-4	-3%
COc1cccc(NC(=O)CN(C)S(=O)(=O)c2ccc3[nH]c(=O)oc3c2)c1	-0.6%	-6	3	0%	-10	1	-4%	-5	0%
Cn1ccnc1SCCNC(=O)C1CCC(=O)N(Cc2ccc(Cl)cc2)C1 (configuration not stated)	-0.2%	-6	-3	1%	33	3	0%	-3	1%
CN(Cc1ccccc1)C(=O)C(=O)Nc1ccc2nc3n(c(=O)c2c1)CCCCC3	10%	0	2	-7%	-7	3	-3%	-12	-2%
CCN(C(=O)C1CCN(S(=O)(=O)c2c(C)noc2/C=C/c2ccc(C)cc2)CC1)c1cccc(C)c1	0.6%	-2	-1	-1%	-4	2	-1%	0	-4%
O=C(Nc1cccc(C(=O)O)c1)/C(=C/c1ccc([N+](=O)[O-])cc1)NC(=O)c1ccccc1	2.7%	2	1	-2%	-20	2	-13%	-6	2%
CCc1c(C)c2ccc(O)c(CN3CCN(c4ccc(OC)cc4)CC3)c2oc1=O	22%	0	4	-5%	12	-2	0%	-2	-3%
COc1cccc(OC)c1C(=O)NNC(=O)c1ccccc1-n1cccc1	-3.1%	1	12	2%	8	1	-26%	-2	-4%
CCCCn1c(=O)c2oc3ccccc3c2n(Cc2ccccc2C)c1=O	4.2%	3	2	-12%	5	-1	11%	-4	-1%
CCN(C(=O)COC(=O)C12CC3CC(CC(O)(C3)C1)C2)c1c(N)n(Cc2ccccc2)c(=O)[nH]c1=O	nt	nt	nt	0%	nt	nt	-20%	0	-3%
O=[N+]([O-])c1ccc(Nc2ccccc2)nc1	5.9%	-3	6	-5%	-17	1	-18%	1	0%
C(=N\N1CCN(C2c3ccccc3-c3ccccc32)CC1)/c1cccs1	0.7%	4	5	-2%	2	0	5%	0	-7%
COc1cc(C(=O)OC(C)C(=O)NC(=O)NC2CCCCC2)ccc1OC(F)F (configuration not stated)	5.2%	-4	-3	-4%	3	2	0%	-6	6%
O=C(CCCCCN1C(=O)c2cccc3cccc(c23)C1=O)NCCO	17%	-5	-1	1%	10	0	0%	2	2%
O=C(NC(Cc1c[nH]c2ccccc12)C(=O)N/N=C/c1cccnc1)c1cccs1 (configuration not stated)	1.5%	-2	-9	-9%	-9	1	-16%	-10	-3%
O=C1/C(=C\c2ccco2)SC(=S)N1c1ccccc1	2.5%	6	0	-1%	-15	1	-5%	6	-3%
CCc1cc2c(NCCC(=O)O)nc(C)nc2s1	1.4%	-1	-7	1%	-11	-1	4%	-9	-3%
CCCn1c(C)cc(C(=O)COC(=O)c2ccc[nH]c2=O)c1C	-3.6%	4	17	1%	15	3	-6%	-3	-10%

Not all compounds are listed. The share of hits here may be higher or lower than overall.
